# Screens deposited in PubChem by National Center for Advancing Translational Sciences (NCATS).
# Tb PYK inh – qHTS of Trypanosoma Brucei Inhibitors | pyruvate kinase (Trypanosoma brucei), Q57TT1 | TbPYK enzyme, Kinase-Glo Plus ATP luminescence, 45 min | Potency, µM (highest dose often 76.8 µM), for the others: top-dose activity, negative = inhibition, actives largely listed as inhibitors | 410,000 tested, 0.12% active | AID 624173, 2012; active = well fitted inhibition curve with a large enough effect; inconclusive = small, poorly fitted or top-dose-only effect; note: nearly all actives have a fitted effect of over 50% in size
#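 Quantitative HTS: titrated library compounds versus trypanosomal pyruvate kinase in TEA buffer (pH 7.2) containing KCl, MgCl2, BSA and Tween-20. Reactions were initiated with ADP, 130 uM final. Kinase-Glo Plus luminescence was read after 45 min at RT.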
# Active calls of the source: *; ? = inconclusive; [ ] = dose if it differs, or a comment. % is set by controls: 0 for no effect and ±100 for the full control effect; potency is the fitted concentration of half-maximal effect. This is a subset; rates above refer to the full screens.
SMILES	Tb PYK inh
CN1C(=O)Cc2cc(S(=O)(=O)CCC(=O)N3CCN(c4cccc(Cl)c4)CC3)ccc21	-2.5%
COc1ccc(S(=O)(=O)NCc2ccc3c(c2)CCN3C(C)=O)cc1OC	-4.2%
COc1ccccc1C(=O)Nc1ccccc1OCc1cc(=O)n2cc(C)sc2n1	-1.2%
CN1OC[C@@H]2CN[C@H](c3ccc(-c4ccc(C#N)cc4)cc3)C[C@@H]21	-6.7%
Cn1c(=O)c2cc(NC(=S)NC3CCCCC3)ccc2n1Cc1ccc(Cl)cc1	-10.9%
CCOc1ccccc1CNC(=O)CN(c1ccc(C)cc1)S(=O)(=O)N(C)C	-3.8%
O=[N+]([O-])c1ccc(N2CCCC2)c([N+](=O)[O-])c1	2.0%
FC(F)(F)c1ccc(-c2cccc3c2C2CC3CCN2C(=S)NCCc2ccccc2)cc1 (stereo unspecified)	-8.1%
COc1ccc(Nc2nnc(-c3cc4cc(Cl)ccc4oc3=O)s2)cc1	-7.7%
COc1ccc(Cl)cc1NC(=O)Cn1nnc(C(=O)NCc2cccs2)c1N	0.2%
C[C@@H]1CN([C@@H](C)CO)C(=O)CCCn2nncc2CO[C@H]1CN(C)S(=O)(=O)c1ccc2c(c1)OCCCO2	-1.2%
Cc1ccc(CNC(=O)C2CCN(S(=O)(=O)c3ccc(F)cc3)CC2)cc1	2.4%
COc1ccc(CCNC(=O)C2CCN(c3nc4ccccc4nc3C(F)(F)F)CC2)c(OC)c1	-7.1%
Cc1cc2nc(-c3ccc(F)cc3)c(CC(C)(C)C)n2c(C)c1Br	6.2%
Cc1ccc([C@H]2C[C@H](O)[C@@H](n3cc(COC(=O)c4ccccc4)nn3)CN2C(=O)c2cccs2)cc1	-1.7%
CCOC(=O)c1ccc(NC(=O)C(CC)Sc2nc3ncccc3o2)cc1 (stereo unspecified)	0.4%
COC(=O)c1cccc(NC(=O)c2nsc3ccccc23)c1	-19.1%
COc1cccc(CNC(=O)C2CCN(c3nnc(-n4c(C)ccc4C)s3)CC2)c1	-4.4%
Cc1ccc(CCNC(=O)c2cc(C)nc3c2c(C)nn3-c2ccc(C)cc2)cc1	2.1%
O=C(CN1CCN(S(=O)(=O)c2ccc3c(c2)OCCCO3)CC1)N1CCc2ccccc21	-1.6%
COCCNC(=O)C1(C)CCCN(Cc2cc(-c3ccccc3)on2)C1 (stereo unspecified)	1.1%
O=C(Cn1ccc2cc(S(=O)(=O)N3CCCC3)ccc21)NCc1ccccc1Cl	2.7%
COc1ccccc1CNC(=O)C1CCN(Cc2nc(-c3ccc(OC)c(OC)c3)oc2C)CC1	2.4%
Cc1cc(C)c(NC(=O)c2cc(CN3CCOCC3)on2)c(C)c1	4.7%
COc1ccc(C2C(=O)N(C3CCCCCC3)CC(=O)N2CCc2ccc(OC)c(OC)c2)cc1 (stereo unspecified)	-1.5%
COc1cccc(OCC(=O)Nc2nnc3n2CCS3)c1	-3.2%
COC(=O)c1ccc(CNC(=O)COC(=O)/C=C/c2cccc(OC)c2)cc1	-2.9%
C=C1C(=O)[C@]23C[C@H]1CC[C@H]2[C@]1(C)[C@@H](OC(C)=O)CC[C@@](C)(C(=O)O)[C@H]1C[C@@H]3OC(C)=O	-4.6%
COc1ccc(/C=C2\SC(=Nc3ccccc3Cl)NC2=O)c(OC)c1	-10.6%
Cc1ccc(C)c(N2CCN(S(=O)(=O)c3ccc4c(c3)n(C)c(=O)c(=O)n4C)CC2)c1	0.6%
Cc1noc(C)c1C(=O)OC(C)C(=O)c1c[nH]c2ccccc12 (stereo unspecified)	-1.2%
CCOC(=O)c1ccc(S(=O)(=O)N2CCC(N3CCCCCC3)CC2)cc1	1.1%
C[C@H](CO)N1C[C@H](C)[C@@H](CN(C)Cc2cccc(C(=O)O)c2)Oc2cc(Br)ccc2S1(=O)=O	-8.5%
Cc1c(C(=O)NCc2ccccc2Br)oc2ccc3c(c12)C(=O)CC(C)(C)O3	-7.7%
CC(=O)Nc1cc(-c2ccccc2CN(C)C)cn2c(-c3ccc(C(C)=O)cc3)cnc12	0.1%
COC(=O)c1cc(C)nc2c1c(=O)nc(SCc1ccccc1C)n2C1CC1	-3.0%
CCNc1ncc2nc(-c3ccc(OC)cc3)c(=O)n(Cc3cccc(OC)c3)c2n1	-3.8%
COc1ccc(NC(=O)CC2C(=O)N(c3ccccc3)C(=O)N2CCC2=CCCCC2)cc1 (stereo unspecified)	1.0%
COc1cccc(NC(=O)C2(C)CCN2CC2CCCCC2)c1 (stereo unspecified)	2.6%
COc1ccc(CN(Cc2ccco2)c2cnc(S(C)(=O)=O)nc2C(=O)Nc2ccc(C)c(C)c2)cc1	-7.6%
CCOC(=O)c1cc(-c2ccc(OC)cc2)n(CCC(=O)Nc2cccc(C)c2C)c1C	-2.4%
CCCNC(=O)C1(C)CCCN(Cc2cccs2)C1 (stereo unspecified)	3.6%
CC(=O)NCCNc1nc2cc(-c3cccc(C(F)(F)F)c3)sc2c(=O)n1C	4.2%
COc1ccc(N2CCN(C(=O)Cn3cnc4nc5c(cc4c3=O)CCCC5)CC2)cc1	10.6%
COc1cccc(-c2nn(C)c3sc(C(=O)NCCc4cccc(C)c4)cc23)c1	-0.1%
CCOC(=O)C1=C(CN2CCCCC2)NC(=O)NC1c1ccc(OC)cc1 (stereo unspecified)	-3.8%
O=C1C(c2ccc(F)cc2)N(CCc2ccccc2)C(=O)CN1C1CCCCC1 (stereo unspecified)	2.2%
Cc1cccc(S(=O)(=O)N(C)C[C@H]2OCc3cn(nn3)CCCC(=O)N([C@@H](C)CO)C[C@@H]2C)c1	5.0%
CCCOC(=O)c1c(NC(=O)c2nc3ncccn3n2)sc(C(N)=O)c1C	-12.6%
Cc1cn2c(=O)cc(COc3ccc(NC(=O)c4ccccc4C)cc3)nc2s1	4.6%

# Next structures:
SMILES	Tb PYK inh
Cc1ccc(Cn2c(CNS(=O)(=O)c3ccc(Cl)s3)nc3cccnc32)cc1	-1.7%
CCOc1ccc(NS(=O)(=O)c2cc(Br)cc3c2N(C(=O)C2CC2)CC3)cc1	-11.3%
O=C(NCCO)c1ccc(-c2ccc3nncn3c2)cc1	2.5%
CCc1cccc(C)c1NC(=O)Cn1cc2c(n1)CCCCC2	-4.9%
COc1ccc(OC(=O)CSc2nnc(-c3ccc(F)cc3)o2)cc1	0.0%
COc1ccc(Cl)cc1NC(=O)CN1C(=O)CSc2ccc(S(=O)(=O)N3CCCC3)cc21	2.6%
CCOC(=O)c1c(SCC(=O)Nc2cccc(C)c2C)nc(=O)[nH]c1C	6.6%
CCOC(=O)c1c(C)n(-c2ccccc2)c2ccc(OC(=O)c3ccccc3Cl)cc12	13.8%
CCCCn1nnnc1C(c1cc2ccccc2o1)N(C)Cc1ccc(Cl)c(Cl)c1 (stereo unspecified)	5.7%
Cc1ccc(NC(=O)C2CCCN(S(=O)(=O)c3ccc4c(c3)CCCC(=O)N4)C2)cc1N(C)C (stereo unspecified)	0.8%
O=C1CC(c2ccccc2)Cc2[nH]c(=O)c(C(=O)Nc3cccc(F)c3)cc21 (stereo unspecified)	2.2%
COc1cc(CN2C[C@@H](CO)O[C@@H](n3cnc4c(NC5CCC5)ncnc43)C2)cc(OC)c1OC	5.2%
CCNC(=S)Nc1ccc2c(c1)c(=O)n(C)n2Cc1cccc(C(F)(F)F)c1	?
CCCCN(CCCC)Cc1cc(=O)oc2cc(C)cc(C)c12	6.3%
Cc1ccc(S(=O)(=O)C(CNC(=O)c2ccccc2F)c2cccs2)cc1 (stereo unspecified)	3.8%
COc1ccc(-n2nnnc2C(c2cccs2)N2CCN(C/C=C/c3ccccc3)CC2)cc1 (stereo unspecified)	-14.6%
Cc1nn2c(=O)cc(COC(=O)c3cccc(NC(=O)CCc4ccccc4)c3)nc2s1	0.0%
COc1cccc(-c2cnc(C(O)c3cc(F)cc(Cl)c3)[nH]2)c1 (stereo unspecified)	2.1%
CCc1ccccc1NC(=O)C1CCN(c2nc3ccccc3[nH]2)CC1	-5.7%[15.4 µM]
O=C(Nc1ccc2nc(SCC(=O)N3CCc4ccccc43)sc2c1)c1ccccc1F	-2.1%
CC1(C(=O)NS(=O)(=O)C2CC2)CCCN(C(=O)c2c(F)cccc2F)C1 (stereo unspecified)	-0.4%
CC1=C(C(=O)N2CCOCC2)CC(CC(=O)NCCCN(C)C)C(=O)N1Cc1ccc(F)cc1 (stereo unspecified)	-1.9%
CCc1nn(CC(=O)NCc2ccc(C)cc2)c(=O)c2cc3occc3n12	-8.2%
Cc1ccc(Cl)cc1NC(=O)c1cccc(NC(=O)N2CCSc3ncccc32)c1	-12.0%[15.4 µM]
COc1ccc2c(CNCCc3cccs3)c(C(=O)O)n(Cc3cccc(F)c3)c2c1	2.1%
CCC(=O)C1=C(c2ccc(C)cc2)N(C(=O)CC)n2c(nnc2C2CCCCC2)S1	3.3%
CC(c1nc2ccccc2[nH]1)N(C(=O)C1=NNC(=O)CC1)c1ccccc1 (stereo unspecified)	-7.7%
COC(=O)c1ccc(NC(=O)CCc2c(C)nn(-c3ccc(N4CCCCC4)nn3)c2C)cc1	-3.3%
COc1cccc(NC(=O)CSCn2nnc3c(=O)[nH]c(Cc4ccc(F)cc4)nc32)c1	-6.2%
CC1(C(=O)O)CCCN1C(=O)c1cc2ccccc2s1 (stereo unspecified)	4.3%
Cc1ccc(S(=O)(=O)N2CCN(Cc3ccc4c(c3)OCO4)CC2)cc1	-1.5%
CCCC[C@@H]1Cc2[nH][nH]c(=O)c2[C@@H](c2ccc(Cl)cc2)O1	6.3%
CCC(=O)N1CCC1(C)C(=O)Nc1ccc2nc(C)ccc2c1 (stereo unspecified)	-6.2%
O=C1O[C@H]2[C@@H](OC(O)[C@@H]2O)[C@H]1O (stereo partly specified)	-6.4%
CCOc1ccc(S(=O)(=O)NCc2cccn2Cc2cccc(C)c2)cc1	-0.3%
CCc1ccc(Nc2ncnc3c2cnn3-c2cc(Cl)ccc2C)cc1	-5.1%
C=CCN(CC=C)C(=O)C1c2ccccc2Oc2ccccc21	5.6%
Cc1cccn2c(=O)c(C(=O)NCCc3ccc(Cl)cc3)cnc12	3.2%
CC1(C(=O)NCc2ccc(C(F)(F)F)cc2)CCN1Cc1ccc(-c2ccccc2)o1 (stereo unspecified)	0.9%
COc1ccccc1Cc1c(-c2ccc(C#N)cc2)nc2c3ccccc3ccn12	7.6%

# 5 structures out of the list, ordered by SMILES length, lowest first.
SMILES	Tb PYK inh
C=CCN(CC=C)C(=O)C1c2ccccc2Oc2ccccc21	5.6%
O=C1O[C@H]2[C@@H](OC(O)[C@@H]2O)[C@H]1O (stereo partly specified)	-6.4%
CCc1ccc(Nc2ncnc3c2cnn3-c2cc(Cl)ccc2C)cc1	-5.1%
COc1ccccc1Cc1c(-c2ccc(C#N)cc2)nc2c3ccccc3ccn12	7.6%
CC1(C(=O)NCc2ccc(C(F)(F)F)cc2)CCN1Cc1ccc(-c2ccccc2)o1 (stereo unspecified)	0.9%

# (list continues)
SMILES	Tb PYK inh
CC1CCCC(NC(=O)c2cccc(S(=O)(=O)N3CCOCC3)c2)C1C (stereo unspecified)	-3.2%
CCOC(=O)N1CCC(NC(=O)c2ccc3c(c2)N(Cc2ccc(Cl)cc2)C(=O)c2ccccc2S3(=O)=O)CC1	-9.8%
CC1(C(=O)NCc2cccc3ccccc23)CCN1Cc1ccc(-c2ccccc2)o1 (stereo unspecified)	-1.7%
OCCNc1nc(Nc2ccccc2OC(F)(F)F)nc(N2CCCC2)n1	7.2%
Cc1cccc(NC(=O)Cn2c(=O)n(CCCCCC(=O)NCc3ccc4c(c3)OCO4)c(=O)c3sccc32)c1	-5.4%
CCSc1ncc(Cl)c(C(=O)Nc2ccc(S(=O)(=O)N(C)c3ccccc3)cc2)n1	1.3%
N#CC1(NC(=O)COC(=O)Cc2c[nH]c3ccccc23)CCCCC1	1.7%
COc1ccc(COC(=O)c2[nH]c3c(c2C)C(=O)CC(c2ccc(OC)c(OC)c2)C3)cc1 (stereo unspecified)	-0.3%
Cc1cccc(-c2noc(CN(C(=O)c3ccc(C)c(C)c3)C(C)C)n2)c1	-1.0%
CC(NC(=O)CCc1cn(Cc2ccccc2Cl)c2ccccc12)c1ccccc1 (stereo unspecified)	-6.1%
COc1ccccc1-c1noc(CCCC(=O)Nc2cc(C)ccc2C)n1	2.9%
Cc1ccc(C(=O)c2cn(Cc3cccc(F)c3)c3nc(C)ccc3c2=O)cc1	3.1%
Cc1oc(-c2cccs2)cc1C(=O)N1CCCC(C)(C(=O)O)C1 (stereo unspecified)	0.3%
Cc1ccc(-n2c(=O)c3c(C)c(C)sc3n(Cc3ccc(F)cc3Cl)c2=O)cc1C	7.2%
O=C(O)CCc1ccc(-c2ccccc2)n1-c1cccc(Br)c1	-9.7%
CC(=O)Nc1cccc(Nc2ccc(C#N)cc2)c1	-7.3%
Cc1cc(C)cc(Cn2cc(CN3CC(N4CCN(C)CC4)CS3(=O)=O)nn2)c1 (stereo unspecified)	-6.7%
CCCCCCNC(=O)O[C@H]1C[C@H](C(=O)OC)[C@H](C(=O)OC)C2CN(S(=O)(=O)c3ccc(C)cc3)C[C@@]21O (stereo partly specified)	0.6%
CC(=O)c1cc2c(cc1NC(=O)CSc1ncccn1)OCO2	2.3%
Cc1ccc2oc(=O)c3cc(C(=O)Nc4ccc(C)c(F)c4)sc3c2c1	0.8%
